SENP8 inh: inhibitors of human SENP8 protease; AID 602440; inhibition, % at 20 µM; Q96LD8; actives 0.64% (n = 360,000); recombinant SENP8, Nedd8 substrate fluorescence; in the data active = inhibition mostly above about 40%, no sharp cut-off; inactive = mostly below about 27%
SENP1 inh: SENP1 (human) catalytic domain inhibition; actives 0.21% (n = 360,000); inhibition, % at 10 µM; recombinant SENP1 catalytic domain, CyPet-SUMO1-YPet FRET cleavage; Q9P0U3;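 active = inhibition at least 30% at 10 µM, raw YFP signal under a set limit, fluorescence ratio 0.5 to 1.5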;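 also: 0% = enzyme with DMSO and 100% = no enzyme wells; some results filed as inactive read as strong as hits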
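system = hSENP1 catalytic domain, recombinant | reagent = SFCypet-SUMO1-SFYpet substrate at 25 nM | doses = one dose per compound, 10 µM, 0.5% DMSO | incubation = enzyme reaction for 50 min at room temperature, dark | measured by = FRET, CFP and YFP emission | controls = no-enzyme low, enzyme-DMSO high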
NR3A LBD binder: modulates the human NR3A ligand-binding domain; NR3A LBD differential scanning fluorimetry, Tm shift; 0% = protein alone, 100% = glycine-bound protein; Tm shift relative to glycine control, % at 25 µM; actives 2.5% (n = 340,000); AID 1259313;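 active = melting temperature shift of at least 10% of the positive control shift, at one fixed dose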
ATG4B inh: ATG4B (human) cysteine protease inhibition; ATG4B cleavage of LC3-PLA2, NBD-HPC fluorescence, 1 h; inhibition, % at 8.33 µM; actives 0.51% (n = 340,000); AID 504462; in the data active = inhibition above about 40%
hIAP activ: human IAP activation; actives 0.16% (n = 330,000); activation factor at 10 µM; P09923; purified human IAP, CDP-Star luminescence, 30 min; stronger effect = higher value; 1 = vehicle-only enzyme, 0 = enzyme-free background;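 active = activation factor of the enzyme at least 2-fold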; also: the source names both 10 and 20 µM as test concentration; values of inactives mirror those of a sister screen read the other way
Target sequence (P09923 whole entry, looked up): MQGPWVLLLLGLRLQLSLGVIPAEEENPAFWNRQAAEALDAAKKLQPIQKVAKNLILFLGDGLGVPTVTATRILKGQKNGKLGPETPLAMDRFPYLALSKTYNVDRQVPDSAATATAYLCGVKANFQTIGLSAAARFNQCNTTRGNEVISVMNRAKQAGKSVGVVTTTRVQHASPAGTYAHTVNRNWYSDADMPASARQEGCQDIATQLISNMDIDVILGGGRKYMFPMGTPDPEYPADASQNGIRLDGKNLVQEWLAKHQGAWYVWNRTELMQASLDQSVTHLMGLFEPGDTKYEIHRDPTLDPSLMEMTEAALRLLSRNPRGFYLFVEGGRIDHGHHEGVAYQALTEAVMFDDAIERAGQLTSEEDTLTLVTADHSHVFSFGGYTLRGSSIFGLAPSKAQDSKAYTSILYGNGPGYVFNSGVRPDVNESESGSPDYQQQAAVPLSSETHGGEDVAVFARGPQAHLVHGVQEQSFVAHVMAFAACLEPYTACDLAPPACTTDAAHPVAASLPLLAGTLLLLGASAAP
MPTP inh: inhibitors of mitochondrial permeability transition pore; isolated mouse mitochondria, Ca2+ swelling absorbance, 30 min; actives 1.4% (n = 360,000); inhibition, % at 10 µM;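 active = inhibition of 50% or more, scaled per plate between neutral and stimulator controls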;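 also: 0% = DMSO wells given calcium and 100% = 1 mM EGTA wells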
PfGluPho inh: PfG6PD (Plasmodium falciparum) enzyme inhibition; AID 504690; inhibition, % at 20 µM; PfGluPho enzyme, NADPH resazurin-diaphorase fluorescence; actives 0.78% (n = 350,000);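 active = inhibition reaching at least a set limit at 20 µM in the primary screen, cut at about 59% in these data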;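 also: 0% = DMSO wells with substrate and 100% = DMSO wells lacking glucose-6-phosphate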
SENP6 inh: blocks the human protease SENP6 | inhibition, % at 10 µM | Q9GZR1 | Recombinant SENP6 catalytic domain, aminoluciferin luminescence | actives 1.8% (n = 330,000) | AID 2599;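 active = inhibition above about 50% at the single tested dose, limit read from the data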;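 also: plate controls were DMSO wells with enzyme for no effect and DMSO wells lacking enzyme for full effect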
Target sequence (Q9GZR1 628-1112 limits assumed): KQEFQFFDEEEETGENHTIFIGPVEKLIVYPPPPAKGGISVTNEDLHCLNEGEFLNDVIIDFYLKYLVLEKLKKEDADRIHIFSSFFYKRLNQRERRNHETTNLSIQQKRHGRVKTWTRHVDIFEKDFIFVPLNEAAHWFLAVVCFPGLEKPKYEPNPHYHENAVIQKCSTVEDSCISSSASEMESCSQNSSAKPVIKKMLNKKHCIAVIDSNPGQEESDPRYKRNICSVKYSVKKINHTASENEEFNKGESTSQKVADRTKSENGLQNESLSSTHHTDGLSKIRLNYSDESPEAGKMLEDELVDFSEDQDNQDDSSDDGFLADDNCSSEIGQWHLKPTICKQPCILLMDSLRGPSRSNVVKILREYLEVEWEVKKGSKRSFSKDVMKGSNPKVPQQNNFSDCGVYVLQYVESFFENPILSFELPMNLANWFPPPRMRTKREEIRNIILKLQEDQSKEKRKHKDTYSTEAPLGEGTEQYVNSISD
Starred values were filed as active, the others as inactive; i = inactive; nt = not tested or not shown.

SMILES	SENP8 inh	SENP1 inh	NR3A LBD binder	ATG4B inh	hIAP activ	MPTP inh	PfGluPho inh	SENP6 inh
Cc1ccc(C)n1-c1ncn[nH]1	23	0	0	-10	1.1	0.8	7	-2
CCOC(=O)C1=C(C)c2ccccc2OC1(C(=O)OCC)C(C)C (stereo not drawn)	2	1	2	1	nt	-1.2	12	nt
COc1ccc(Br)cc1C(=O)Nc1ccc(N2CCCC2)cc1	0	-2	3	9	0.89	-0.1	-1	-7
CC(C)Cn1c(=O)c2sccc2n2c(CCCC(=O)N3CCC(N4CCCCC4)CC3)nnc12	4	-1	-2	-12	0.87	-2.2	-10	9
C=CCn1c(=O)c2ccccc2n2c(SCc3csc(-c4ccccc4)n3)nnc12	-38	2	0	-15	0.9	-1.0	-9	-7
Cc1ccc(NC(=O)COC(=O)c2ccc([N+](=O)[O-])o2)cc1S(=O)(=O)N1CCCCC1	28	-3	-6	-4	0.97	-1.9	9	15
Cc1cccc(Cn2c(NCC(C)O)nc3c2c(=O)n(C)c(=O)n3C)c1 (stereo not drawn)	24	3	0	20	1.1	-0.9	-4	-11
Cc1ccc(-n2nnnc2SCC(=O)NCCC2=CCCCC2)c(C)c1	7	1	0	23	1	17	17	-23
CCCc1cc(=O)[nH]c(SCC(=O)N(C)CC(=O)Nc2ccc(F)cc2)n1	12	1	0	-2	1	0.6	10	-17
CCOc1cccc(CN2CCCC(N3CCc4cc(OC)c(OC)cc4C3)C2)c1O (stereo not drawn)	-8	-9	5	6	1.1	0.4	-7	1
O=C(Cn1ccccc1=O)Nc1ccc(Cl)c(S(=O)(=O)N2CCCCC2)c1	-4	1	-1	-1	1	1.4	8	-9
COc1ccc([N+](=O)[O-])cc1NC(=O)c1ccc(C)o1	9	3	0	-9	0.94	0.6	4	-2
COc1ccc(-c2cc(C(=O)NCCN3CCOCC3)c3ccccc3n2)cc1OC	-447	-2	-1	-3	1.1	-0.2	3	6
Cc1cc(NCCN2CCOCC2)n2ncc(-c3ccccc3)c2n1	i	-4	13*	1	0.91	-3.1	20	9
Cc1cc2[nH]c(=O)c(=O)[nH]c2cc1S(=O)(=O)Nc1cccc(F)c1	-164	0	-6	-10	1.3	-2.2	7	-2
CN1C(C(=O)Nc2cccc(O)c2)=CC(c2ccco2)=NS1(=O)=O	22	-1	-5	4	0.98	-0.6	-11	-25
COc1ccc2c(CC#N)c[nH]c2c1	-8	-41	0	-6	0.8	-2.1	-1	-2
O=C(CN(Cc1ccco1)C(=O)CNS(=O)(=O)c1ccc(Cl)cc1)NCc1ccc(F)cc1	12	4	2	-8	1	-1.9	-15	-28
COc1cc(C2/C(=C(/O)c3ccc(OCC(C)C)cc3)C(=O)C(=O)N2CCN(C)C)ccc1O (stereo not drawn)	8	0	5	-2	1.1	0.4	-10	3
O=C(Nc1nc2ccccc2s1)C1CCCO1 (stereo not drawn)	24	2	-2	2	1.5	0.2	-16	43
CCc1nn(CCCC(=O)NC2CCCCC2C)c(=O)c2cc3occc3n12 (stereo not drawn)	5	-5	nt	nt	nt	-2.1	-3	nt
Cc1cc(/C=N/NC(N)=S)c(C)n1-c1cccc(Cl)c1	-20	-5	-2	-5	0.99	7.4	20	8
CSc1ccccc1NC(=O)CN(C)C(=O)COc1cccc2cccnc12	-2	2	2	-64	1.1	-3.2	7	20
CC1CCCN(C(=O)c2ccc([N+](=O)[O-])o2)C1 (stereo not drawn)	20	4	-3	1	0.96	1.4	-6	-3
CC1=NN(C(C#N)c2c(C)nn(Cc3ccccc3)c2C)C(C)(C)C1 (stereo not drawn)	6	-1	-2	-1	1	-0.3	-6	2

Further compounds
SMILES	SENP8 inh	SENP1 inh	NR3A LBD binder	ATG4B inh	hIAP activ	MPTP inh	PfGluPho inh	SENP6 inh
CCOc1ccc2nc(NC(=O)CSc3cn[nH]n3)sc2c1	11	0	0	-10	1.4	-1.0	5	67*
O=c1oc2ccccc2cc1-c1nc(-c2ccccc2)no1	i	14	2	10	1	-4.0	5	38
COc1cc(-c2nc3ccccn3c2/N=C/c2cc(OC)c(OC)c(OC)c2)ccc1O	-258	-22	1	-29	1.1	-0.4	16	-7
CCOC(=O)c1[nH]cnc1C(=O)NC(C)C	18	0	0	0	1.1	-1.2	4	9
COc1ccc(S(=O)(=O)NCCc2c[nH]c3ccccc23)cc1OC	8	0	4	6	1.1	-0.5	4	4
CCSc1nnc(NC(=O)CCn2c(=O)oc3ccccc32)s1	3	2	-3	3	0.98	0.3	-17	-8
COc1ccc(/[N+]([O-])=C/c2ccco2)cc1	12	2	3	8	1	0.5	0	-4
COc1ccc(C)cc1NC(=O)NNC(=O)c1ccoc1C	5	1	0	3	0.91	-3.1	-2	-2
C[C@@H]1CN([C@H](C)CO)C(=O)CCCn2nncc2CO[C@H]1CN(C)Cc1ccc(-c2ccccc2)cc1	9	1	nt	nt	nt	1.0	-15	nt
CCCNC(=O)N1CCN(S(=O)(=O)c2ccc(C)c(C)c2)CC1	27	1	-1	12	0.98	-1.1	4	-2
CCCS(=O)(=O)N1CCN(Cc2ccc(OCc3ccccc3)c(OC)c2)CC1	17	2	3	-12	1.1	1.0	-1	-7
CN1C(=O)NC(c2ccc(Cl)cc2)C2=C1CC(C)(C)CC2=O (stereo not drawn)	10	-1	-2	0	0.87	-0.5	-7	0
CCc1nn(C(CC)C(=O)NCc2cccc(OC)c2OC)c(=O)c2cc3occc3n12 (stereo not drawn)	-3	-1	-1	8	0.92	-1.0	-6	4
Cc1ccc(S(=O)(=O)NC(C(=O)O)c2ccccc2)cc1 (stereo not drawn)	0	2	-2	-3	0.93	-0.8	-7	3
Cc1ccc(NC2CCCN(C(=O)c3cccc(-c4ncc[nH]4)c3)C2)cc1C (stereo not drawn)	11	0	-3	1	1.2	3.6	-8	-4
CN(C)c1ccc(NC(=O)CCn2c(=S)oc3ccccc32)cc1	10	3	-1	11	1.2	2.2	39	11
CC12C(=O)N(c3cccc4cccnc34)C(=O)C1C1C=CC2C1 (stereo not drawn)	5	0	0	-9	1.1	0.0	0	-13
C=C(C)Cn1c(Sc2nc3ccccc3[nH]2)nc2c1c(=O)[nH]c(=O)n2C	-2	-2	0	-6	0.96	0.8	-1	5
COc1ccc(Nc2nc(Cl)nc(NCc3ccco3)n2)c(OC)c1	25	0	1	-5	1.1	-1.9	-14	2
Fc1cccc(NC(=S)N2CCCC2)c1	14	3	2	0	0.96	1.4	-1	11
O=C(c1ccccc1)N1CCN(CC(O)COc2ccc(Br)cc2)CC1 (stereo not drawn)	20	-10	0	-1	1.2	-0.9	12	-5
COCCNC(=O)CCC(=O)NNc1nc2ccccc2c2nc(C)nn12	3	2	-3	0	1.1	-1.4	-12	-14
Cc1cc(Br)ccc1NC(=O)CN1C(=O)CCC1=O	11	1	0	5	1.5	0.1	-8	-11
OC(COCc1ccc2c(c1)OCO2)CN1CCN(Cc2ccccc2)CC1 (stereo not drawn)	31	0	0	3	1.2	-0.8	-13	-4
O=c1c2c3c(sc2nc2n1CCCC2)CCCCC3	12	-1	0	-8	1.1	1.0	-5	9

An excerpt from above, showing only PfGluPho inh.
Molecule	PfGluPho inh
O=C(Cn1ccccc1=O)Nc1ccc(Cl)c(S(=O)(=O)N2CCCCC2)c1	8
Cc1cc2[nH]c(=O)c(=O)[nH]c2cc1S(=O)(=O)Nc1cccc(F)c1	7

Reprinted at random: five records from the list
SMILES	SENP8 inh	SENP1 inh	NR3A LBD binder	ATG4B inh	hIAP activ	MPTP inh	PfGluPho inh	SENP6 inh
Cc1cc(Br)ccc1NC(=O)CN1C(=O)CCC1=O	11	1	0	5	1.5	0.1	-8	-11
O=c1oc2ccccc2cc1-c1nc(-c2ccccc2)no1	i	14	2	10	1	-4.0	5	38
CCc1nn(C(CC)C(=O)NCc2cccc(OC)c2OC)c(=O)c2cc3occc3n12 (stereo not drawn)	-3	-1	-1	8	0.92	-1.0	-6	4
COc1cc(-c2nc3ccccn3c2/N=C/c2cc(OC)c(OC)c(OC)c2)ccc1O	-258	-22	1	-29	1.1	-0.4	16	-7
OC(COCc1ccc2c(c1)OCO2)CN1CCN(Cc2ccccc2)CC1 (stereo not drawn)	31	0	0	3	1.2	-0.8	-13	-4

Ordered by length of the SMILES (largest number first): part of the list above.
SMILES	SENP8 inh	SENP1 inh	NR3A LBD binder	ATG4B inh	hIAP activ	MPTP inh	PfGluPho inh	SENP6 inh
CN(C)c1ccc(NC(=O)CCn2c(=S)oc3ccccc32)cc1	10	3	-1	11	1.2	2.2	39	11
COc1ccc(/[N+]([O-])=C/c2ccco2)cc1	12	2	3	8	1	0.5	0	-4
CCOC(=O)c1[nH]cnc1C(=O)NC(C)C	18	0	0	0	1.1	-1.2	4	9

(further entries)
SMILES	SENP8 inh	SENP1 inh	NR3A LBD binder	ATG4B inh	hIAP activ	MPTP inh	PfGluPho inh	SENP6 inh
Cc1ccc(C)c(C(=O)COC(=O)C2CCN(c3ccc(C(F)(F)F)cn3)CC2)c1	12	2	4	7	1	-1.1	2	-1
c1cncc(CNc2nc(-c3cccnc3)nc3ccccc23)c1	-24	0	1	-10	0.84	0.0	-11	3
CC(C)Oc1ccc(C(CC(=O)O)NC(=O)C2CCCCC2)cc1 (stereo not drawn)	23	-2	-3	4	1.1	-2.4	-15	-18
O=C(c1cccc(S(=O)(=O)N2CCOCC2)c1)N1CCC(Cc2ccccc2)CC1	4	0	-1	0	0.94	0.4	-12	-17
CC(=O)N1CCC(C(=O)OCc2ccccc2F)(c2ccccc2)CC1	-2	2	-2	1	0.98	0.4	3	2
CC(OC(=O)Cc1n[nH]c(=O)c2ccccc12)C(=O)Nc1ccc(Cl)cn1 (stereo not drawn)	4	2	0	2	1	0.1	-6	5
COCC(=O)N1CCC(Oc2ccc(C(=O)N3CCCCCCC3)cc2)CC1	1	1	2	2	1.2	0.1	-8	2
O=C(CN1CCN(c2ccccc2F)CC1)c1c[nH]c2ccc(F)cc12	5	-7	-8	-2	0.97	4.8	-7	-8
O=C(c1cc(C2CC2)nn1-c1ccccc1)N1CCN(Cc2ccccc2)CC1	21	1	nt	nt	nt	0.3	-6	nt
Nc1nc(C(F)(F)F)c(Br)c(=O)n1N	9	-1	-1	-5	1.2	0.1	3	-15
CN(C)S(=O)(=O)N1CCN(c2cccc(Cl)c2)CC1	12	1	-2	2	1.1	-0.4	2	1
CCOC(=O)c1sc(C)c(C(=O)NCC(C)(C)CN(C)C)c1N	-298	3	-6	7	0.99	0.1	-10	6
O=C(NNC(=S)Nc1ccccc1)c1cc(-c2cccnc2)nc2ccccc12	10	7	-1	1	1.5	1.3	-8	13
Clc1ccc(OCc2nc(-c3ccc(Br)o3)no2)cc1	19	3	2	4	0.94	2.1	5	-4
CCCCCNC(=O)CCc1ccccc1	1	2	3	-11	0.93	-0.7	9	-19
O=C(Nc1ccc(Cc2ccncc2)cc1)c1cccc([N+](=O)[O-])c1	8	2	-2	-6	1.3	18	6	-11
Nc1ccc2c3c(ccc([N+](=O)[O-])c13)CC2	31	-2	nt	nt	nt	1.0	41	nt
CCN(CC(=O)Nc1ccc(NC(C)=O)cc1)C(=O)CN1C(=O)C2CCCCC2C1=O (stereo not drawn)	4	0	0	3	0.95	-1.1	-16	-20
COCCN1C(=O)c2ccccc2C(C(=O)NCCCN2CCCC2)C1c1c[nH]c2ccccc12 (stereo not drawn)	nt	nt	0	1	0.91	nt	-19	1
O=C(Nc1cc(S(=O)(=O)N2CCCCC2)ccc1Cl)c1ccccc1NS(=O)(=O)c1ccc(F)cc1	-404	-1	21*	-10	nt	97*	-22	nt
Clc1ccccc1-c1nnc2sc(-c3ccc4c(c3)OCO4)nn12	-294	2	-3	11	0.77	-1.9	63*	19
CCOC(=O)c1c(S(=O)(=O)NCC(=O)Nc2cc(C)ccc2C)c(C)n(C)c1C	17	1	-1	0	1.2	-1.8	1	1
O=S(=O)(C=C(c1ccccc1)c1ccccc1)c1ccccc1	26	3	-3	29	1	-1.8	5	-10
CCC(CC)C(=O)Nc1ccc(C)c(O)c1	15	2	2	-3	0.86	-2.1	-1	1
Cc1ccc(NC(=S)/C(C#N)=C2/Nc3ccccc3S2)cc1	-74	-24	nt	nt	nt	65*	-16	nt
COc1ccc(/C=N/NC(=O)c2sc(C)nc2C)cc1	-80	1	-1	-13	1.1	-0.7	6	-10

Screening results as filed in PubChem.

The order is random. About 6.7% of those tested had a hit in this group.
